Screening data deposited in PubChem by The Scripps Research Institute Molecular Screening Center.
CHO-K1 Ca PAM = nonselective calcium activators in parental CHO-K1 cells, primary screen, counter-screen for M1 PAM project, cell-based, Fluo-8 calcium fluorescence, full deck, 1536-well | ATP EC20; 0% at ATP EC20, 100% at ATP max | activation, % at 3 µM | actives 0.02% (n = 360,000) | AID 602247, 2012;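 active means activation above the run cutoff, the mean activation of all test compounds plus 3 SD, cut at about 40% in these data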;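 further: peak over basal fluorescence ratio in a 140 s read after ATP addition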
CHO-K1 Ca antag = nonselective inhibitor or artifact in parental CHO-K1 cells; ATP-induced calcium, Fluo-8 fluorescence; inhibition, % at 3 µM; actives 0.6% (n = 360,000); AID 602250;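 active means inhibition above a per-plate cutoff, the plate's mean sample inhibition plus 3 SD, cut at about 24% in these data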;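 further: 0% = DMSO plus EC80 ATP and 100% = DMSO alone without ATP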
M4 antag = human M4 muscarinic receptor antagonists, primary screen, CHO cells, Fluo-8 calcium fluorescence; inhibition, % at 3 µM; Muscarinic acetylcholine receptor M4 (Homo sapiens), P08173; actives 0.73% (n = 360,000); CHO-hM4 cells, ACh EC80;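 active means inhibition above its plate's cutoff, the mean inhibition of sample wells plus 3 SD, cut at about 27% in these data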;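 further: 0% = acetylcholine EC80 with DMSO and 100% = DMSO without agonist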
Target sequence (P08173 whole entry, looked up): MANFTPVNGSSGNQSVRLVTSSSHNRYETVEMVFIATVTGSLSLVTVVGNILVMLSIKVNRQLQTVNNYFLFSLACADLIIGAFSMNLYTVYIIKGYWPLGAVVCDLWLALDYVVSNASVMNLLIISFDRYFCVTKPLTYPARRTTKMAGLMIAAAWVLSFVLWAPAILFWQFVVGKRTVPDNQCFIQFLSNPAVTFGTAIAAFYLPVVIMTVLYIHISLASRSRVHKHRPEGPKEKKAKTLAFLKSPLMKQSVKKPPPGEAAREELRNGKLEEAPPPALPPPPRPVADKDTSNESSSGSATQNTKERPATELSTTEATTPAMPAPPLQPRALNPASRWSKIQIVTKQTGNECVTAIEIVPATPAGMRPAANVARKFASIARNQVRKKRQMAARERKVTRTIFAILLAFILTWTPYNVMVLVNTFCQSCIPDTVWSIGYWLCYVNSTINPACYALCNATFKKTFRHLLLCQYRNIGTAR
CHRM4 agonist = human M4 muscarinic receptor agonists, primary screen, CHO-K1 cells, Fluo-8 calcium fluorescence. Muscarinic acetylcholine receptor M4 (Homo sapiens), P08173. CHO-K1 hM4/Gqi5; vehicle 0%, full acetylcholine response 100%. activation, % at 3 µM. actives 0.14% (n = 360,000). AID 624127, 2012;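 active means activation above the run mean over all test wells plus 3 SD, cut at about 32% in these data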;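 further: peak over basal fluorescence ratio per well then scaled between controls; 0% = DMSO wells and 100% = acetylcholine at EC100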
CHRM5 PAM = human M5 muscarinic receptor positive allosteric modulators, primary screen, CHO-K1 cells, Fluo-8 calcium fluorescence; actives 0.3% (n = 360,000); CHO-K1 hM5, ACh EC20 PAM; 0% = ACh EC20, 100% = ACh EC100; Muscarinic acetylcholine receptor M5 (Homo sapiens), P08912; activation, % at 3 µM;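 active means activation above the run cutoff, the mean activation of all test compounds plus 3 SD, cut at about 18% in these data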
Target sequence (P08912 whole entry, looked up): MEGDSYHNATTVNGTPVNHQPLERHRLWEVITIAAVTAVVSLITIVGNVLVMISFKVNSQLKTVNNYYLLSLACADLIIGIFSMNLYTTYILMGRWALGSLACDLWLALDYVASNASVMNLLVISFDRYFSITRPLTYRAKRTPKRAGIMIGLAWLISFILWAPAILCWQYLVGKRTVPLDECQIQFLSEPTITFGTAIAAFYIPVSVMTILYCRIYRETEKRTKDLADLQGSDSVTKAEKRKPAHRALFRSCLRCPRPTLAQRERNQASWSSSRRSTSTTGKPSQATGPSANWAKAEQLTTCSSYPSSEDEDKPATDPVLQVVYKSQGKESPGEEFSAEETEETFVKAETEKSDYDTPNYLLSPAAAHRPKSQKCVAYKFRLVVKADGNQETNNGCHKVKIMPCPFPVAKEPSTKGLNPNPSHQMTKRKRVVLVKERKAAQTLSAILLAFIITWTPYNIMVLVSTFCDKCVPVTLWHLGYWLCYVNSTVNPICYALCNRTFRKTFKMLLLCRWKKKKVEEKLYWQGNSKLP
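Assay system: CHO-K1 hM5 cells. Also added: acetylcholine at EC20 concentration, added after compound. Dosing: 3 µM, single dose. Times: compound preincubation 140 s before EC20 acetylcholine addition. Signal: Fluo-8 calcium fluorescence. Measure: % activation relative to EC20 and EC100 ACh responses. Repeats: singlicate, one well per test compound.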
CHRM5 agonist = human M5 muscarinic receptor agonists, primary screen, CHO-K1 cells, Fluo-8 calcium fluorescence. Muscarinic acetylcholine receptor M5 (Homo sapiens), P08912. actives 0.19% (n = 360,000). activation, % at 3 µM. CHO-K1 hM5 cells; 0% DMSO wells, 100% maximal acetylcholine response. AID 624037, 2012;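 active means activation above the run's mean over test compounds plus 3 SD, cut at about 23% in these data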;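 further: signal is peak over basal fluorescence ratio across the kinetic read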
CHRM5 antagonist = human M5 muscarinic receptor antagonists, primary screen, CHO cells, Fluo-8 calcium fluorescence. Muscarinic acetylcholine receptor M5 (Homo sapiens), P08912. AID 624040, 2012. actives 0.59% (n = 360,000). CHO-hM5 cells, ACh EC80. inhibition, % at 3 µM;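 active means inhibition above a per-plate cutoff, the mean of that plate's test compounds plus 3 SD, cut at about 27% in these data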;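 further: 0% = acetylcholine EC80 with DMSO and 100% = DMSO without agonist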
M4 PAM = human M4 muscarinic receptor positive allosteric modulators, primary screen, CHO-K1 cells, Fluo-8 calcium fluorescence | Muscarinic acetylcholine receptor M4 (Homo sapiens), P08173 | CHO-K1 hM4/Gqi5, ACh EC20; 0% = ACh EC20, 100% = maximal ACh | activation, % at 3 µM | actives 0.4% (n = 360,000) | AID 624126, 2012;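 active means activation above its plate's cutoff, the mean activation of sample wells plus 3 SD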; further: some results filed as inactive read as strong as hits
CHO-K1 Ca ag = counter-screen for M1 agonists: effect in parental CHO-K1 cells; actives 0.48% (n = 360,000); AID 602248, 2012; Fluo-8 calcium fluorescence; scaled to maximal ATP response, vehicle zero; activation, % at 3 µM; in the data active means activation above about 15%;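 further: untransfected CHO-K1 host cells lacking M1 receptor as counterscreen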
* hit, by the source's call.

SMILES	CHO-K1 Ca PAM	CHO-K1 Ca antag	M4 antag	CHRM4 agonist	CHRM5 PAM	CHRM5 agonist	CHRM5 antagonist	M4 PAM	CHO-K1 Ca ag
OCC12COC3c4ccccc4C(OC1)N32 (stereo not drawn)	19	-12	8	1	5	2	-2	-2	0.2
O=C(N/N=C/c1c(O)n(CCC2=CCCCC2)c(=O)[nH]c1=O)c1ccccc1	-15	17	-1	-1	4	-2	-9	-1	-0.5
O=C(NCc1ccc(C(=O)N2CCC3(CC2)OCCO3)cc1)c1cccc(Br)c1	3	-30	-10	6	-5	3	2	12	2.8
Cc1ccc(N2C(=O)NC(=O)/C(=C/c3cnc(-c4ccccc4)nc3)C2=O)cc1C	7	1	1	1	-1	2	-1	-2	3.3
COc1ccc(/C=C/C2=CCN(C)CC2)cc1	17	-10	6	1	3	-1	3	0	0.9
CC1=C2CCC3C(CCC4=CC(=O)CCC43C)C2CC1 (stereo not drawn)	15	-10	-4	-1	9	1	3	1	0.2
CC(C)Nc1nc(Cl)nc(NC(C)C)n1	15	2	-3	0	0	-2	-3	-2	-0.5
COc1ccc(C(CNC(=O)Cc2ccc(Cl)c(Cl)c2)N2CCCCC2)cc1 (stereo not drawn)	9	0	2	3	-4	-8	11	-6	1.4
Cc1ccc(CN2C3CCCC2CC(NC(=S)NCc2ccccc2)C3)cc1 (stereo not drawn)	1	-6	2	7	-5	-8	-10	-8	1.2
COP(=O)(OC)C(NC(=O)C(C)(C)C)=C(Cl)Cl	14	-1	-31	2	-4	-3	1	17	-0.3
CCCCP(=O)(O)CCC(=O)O	16	-7	1	0	-1	0	-1	-5	0.3
COc1cccc(C(=O)C2CN(C)CC2c2ccc(Cl)cc2)c1 (stereo not drawn)	7	-13	1	4	2	-4	-1	-13	3.5
CN(C)C(=O)Oc1ccc2ccccc2c1Cl	-5	-3	1	-1	-4	-4	4	4	0.3
C=CCC1(CCCCC)C(=O)NC(=S)NC1=O	-23	8	-6	0	-5	-4	3	2	-0.5
O=C1/C(=C\c2cccnc2)N2CCC1CC2	-21	10	-2	1	0	-4	11	-6	-0.1
CCOc1ccc(N=Cc2c(O)n(-c3ccc(C)c(C)c3)c(=O)[nH]c2=O)cc1	1	1	0	-1	-2	-3	6	-5	0.3
CCN1CCC2(CC1)NC(=O)c1ccccc1O2	2	-12	-14	1	9	-7	-13	6	0.2
C=CCn1c(O)c(C(CC)=NCCN2CCN(C(=S)NC)CC2)c(=O)[nH]c1=O	14	-1	2	0	1	1	-2	-3	1.1
COc1ccc(CCNCc2ccsc2)cc1OC	-4	-8	7	0	-4	1	8	-2	-0.3
c1ccc(CCNCc2ccccc2)cc1	9	2	-12	1	2	0	3	1	0.1
O=c1[nH]c(=O)n(C2CCCCC2)c(O)c1C=Nc1ccc(N2CCOCC2)cc1	24	-13	-1	1	-3	0	0	1	12
C[N+]1(CC2COC(c3ccco3)O2)CCCCC1 (stereo not drawn)	-3	-11	7	0	4	-10	-8	-9	-0.7
COP(=S)(OC)SCN1C(=O)c2ccccc2C1=O	-12	6	1	9	-13	3	15	-7	1.7
O=[N+]([O-])c1ccc(N2CCCC2)c(F)c1Br	12	7	4	7	-10	-2	23	-9	8.2
CC(C)C12CN3CCN(CC(C3)/C1=N\O)C2	15	-13	0	0	-1	-1	9	7	0.3
O=C1c2ccccc2-n2nnnc2C2c3ccccc3-n3nncc3CN12 (stereo not drawn)	-4	12	-11	-1	-1	0	-1	-2	0.1
COC(=O)C1=C(c2ccc(S(C)(=O)=O)cc2)C[C@@H]2CC[C@H]1N2C(=O)NC1CC1	19	-17	-3	1	-4	1	17	-1	0.9
COC(=O)C1=C(c2ccc(F)cc2OCc2ccccc2)C[C@@H]2CC[C@H]1N2C(=O)NCc1ccccc1OC	15	-18	33*	1	-38	-11	12	-16	-0.2
O=[N+]([O-])c1ccc(N2CCCCCC2)c2ncccc12	-14	7	1	-2	2	-7	-9	-4	-0.4
Cc1cccc(N2C(=O)NC(=O)C3(Cc4cc(C)ccc4N(C)C3)C2=O)c1 (stereo not drawn)	13	5	3	1	3	0	-3	2	-0.1
Clc1ccccc1N1CCN(Cc2ccc3c(c2)OCO3)CC1	3	-14	2	-1	-6	-1	2	-6	-0.1
Cc1nn(Cc2ccccc2)c(C)c1C(=O)OCC(=O)Nc1cc(S(C)(=O)=O)ccc1Cl	4	3	-10	2	8	2	-6	13	-0.2
C[C@]1(O)CCC2C3CC[C@H]4C[C@@H](OC(=O)CNC(=O)CN)CC[C@]4(C)C3CC[C@@]21C (stereo partly drawn)	10	-10	0	11	3	-3	11	-6	1.9
COCCOC(=O)c1c(N)n(Cc2ccc(OC)cc2)c2nc3ccccc3nc12	11	-3	0	6	-3	3	1	10	1.4
O=C(Cn1cnc2sc3c(c2c1=O)CCCC3)NCCC(=O)N1CCC2(CC1)OCCO2	20	-19	4	-1	5	2	-3	-3	0.7
COc1cc(C[C@@H](C)N)c(OC)cc1I	12	-1	-15	4	-9	-1	5	3	2.0
O=C(Nc1nccs1)c1c(O)c2c(n(Cc3ccco3)c1=O)CCCC2	4	-11	1	1	-5	2	2	2	-0.4
N#CC(C#N)=C(N)c1cccnc1	-7	-2	1	2	2	0	2	-1	-0.4
COC(=O)C1=C(c2cccc(OC)c2OC)C[C@@H]2CC[C@H]1N2C(=O)NCC1CC1	-12	-10	6	0	-1	-2	12	0	0.2
Cc1ccc(C(c2nnnn2Cc2ccccc2)N2CC=C(c3ccc(F)cc3)CC2)cc1 (stereo not drawn)	10	-18	-4	1	-14	-6	2	-4	-0.1
CC1CC(C)OP(=O)(OCCC#N)O1 (stereo not drawn)	1	-8	3	0	6	1	0	-1	0.3
COc1cc(OC)c(C=O)c(OC(=O)N(C)C)c1	4	-15	3	0	-4	-3	-5	0	1.0
CCOC(=O)C1=C(N)OC2=C(C(=O)CCC2)[C@]12C(=O)N(CC(N)=O)c1ccccc12	7	-6	-6	0	-4	-1	5	-12	0.4
CCN(CC)C(=O)c1ccc2c(c1)C1C(Cl)C(Sc3ccccc3[N+](=O)[O-])CC1C(C(=O)O)N2 (stereo not drawn)	-18	10	-8	1	0	2	6	-6	0.0
CCN(CC)c1ccc(N=Cc2c(O)n(-c3ccccc3)c(=O)[nH]c2=O)cc1	-2	-11	-2	0	0	1	13	-4	2.7
COc1ccc(CN2CCN(c3ccccc3F)CC2)cc1O	27	-19	3	1	0	-4	-3	0	1.1
Cc1ccc(-c2nc(CS(=O)CC(=O)N3CCC4(CC3)OCCO4)c(C)o2)cc1 (stereo not drawn)	30	-14	-17	1	-11	-5	6	21	0.4
COC(=O)C1=C(c2cccc(C#N)c2)C[C@@H]2CC[C@H]1N2C(=O)NCCCOC(C)C	-20	4	-3	0	6	0	6	4	-0.6
COC(=O)C1=C(c2ccc(S(C)(=O)=O)cc2)C[C@@H]2CC[C@H]1N2C(=O)NCc1ccc(C(F)(F)F)cc1	0	-7	6	1	-7	0	4	-6	-0.2
CCc1nn(CC(=O)N2CCC3(CC2)OCCO3)c(=O)c2cc3ccccc3n12	15	-12	-12	5	0	0	-12	3	1.9
C=CC[C@@H](C)CC(=O)C(CCCN=[N+]=[N-])SOOc1ccccc1 (stereo partly drawn)	-7	-3	8	-1	9	-3	1	-6	-0.8
CCOC(=O)[C@]12Cc3cc(OC)ccc3[C@H]1N(C)C(=O)c1ccccc12	-14	0	2	-1	-3	-4	11	0	0.0

No new results follow: an excerpt of the list.
SMILES	CHO-K1 Ca PAM	CHO-K1 Ca antag	M4 antag	CHRM4 agonist	CHRM5 PAM	CHRM5 agonist	CHRM5 antagonist	M4 PAM	CHO-K1 Ca ag
O=C(Cn1cnc2sc3c(c2c1=O)CCCC3)NCCC(=O)N1CCC2(CC1)OCCO2	20	-19	4	-1	5	2	-3	-3	0.7
COc1cc(C[C@@H](C)N)c(OC)cc1I	12	-1	-15	4	-9	-1	5	3	2.0
O=C(Nc1nccs1)c1c(O)c2c(n(Cc3ccco3)c1=O)CCCC2	4	-11	1	1	-5	2	2	2	-0.4
N#CC(C#N)=C(N)c1cccnc1	-7	-2	1	2	2	0	2	-1	-0.4
COC(=O)C1=C(c2cccc(OC)c2OC)C[C@@H]2CC[C@H]1N2C(=O)NCC1CC1	-12	-10	6	0	-1	-2	12	0	0.2
Cc1ccc(C(c2nnnn2Cc2ccccc2)N2CC=C(c3ccc(F)cc3)CC2)cc1 (stereo not drawn)	10	-18	-4	1	-14	-6	2	-4	-0.1
CC1CC(C)OP(=O)(OCCC#N)O1 (stereo not drawn)	1	-8	3	0	6	1	0	-1	0.3
COc1cc(OC)c(C=O)c(OC(=O)N(C)C)c1	4	-15	3	0	-4	-3	-5	0	1.0
CCOC(=O)C1=C(N)OC2=C(C(=O)CCC2)[C@]12C(=O)N(CC(N)=O)c1ccccc12	7	-6	-6	0	-4	-1	5	-12	0.4
CCN(CC)C(=O)c1ccc2c(c1)C1C(Cl)C(Sc3ccccc3[N+](=O)[O-])CC1C(C(=O)O)N2 (stereo not drawn)	-18	10	-8	1	0	2	6	-6	0.0
CCN(CC)c1ccc(N=Cc2c(O)n(-c3ccccc3)c(=O)[nH]c2=O)cc1	-2	-11	-2	0	0	1	13	-4	2.7
COc1ccc(CN2CCN(c3ccccc3F)CC2)cc1O	27	-19	3	1	0	-4	-3	0	1.1
Cc1ccc(-c2nc(CS(=O)CC(=O)N3CCC4(CC3)OCCO4)c(C)o2)cc1 (stereo not drawn)	30	-14	-17	1	-11	-5	6	21	0.4
COC(=O)C1=C(c2cccc(C#N)c2)C[C@@H]2CC[C@H]1N2C(=O)NCCCOC(C)C	-20	4	-3	0	6	0	6	4	-0.6
COC(=O)C1=C(c2ccc(S(C)(=O)=O)cc2)C[C@@H]2CC[C@H]1N2C(=O)NCc1ccc(C(F)(F)F)cc1	0	-7	6	1	-7	0	4	-6	-0.2
CCc1nn(CC(=O)N2CCC3(CC2)OCCO3)c(=O)c2cc3ccccc3n12	15	-12	-12	5	0	0	-12	3	1.9
C=CC[C@@H](C)CC(=O)C(CCCN=[N+]=[N-])SOOc1ccccc1 (stereo partly drawn)	-7	-3	8	-1	9	-3	1	-6	-0.8
CCOC(=O)[C@]12Cc3cc(OC)ccc3[C@H]1N(C)C(=O)c1ccccc12	-14	0	2	-1	-3	-4	11	0	0.0

Some of the compounds tested (hit frequency here may not be typical).
